12-LOX inh: blocks human arachidonate 12S-lipoxygenase. hit rate 1.1% among 580,000. P18054. purified 12hLO, xylenol orange hydroperoxide absorbance. Potency, µM (titrated, usually from 108 µM), inactives show at the highest dose activity change, negative = inhibition, actives largely listed as inhibitors; further: potency means the concentration at half of the fitted maximal effect; on the % scale 0 is the no-effect control and ±100 the full control effect
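Purified human 12hLO (150 nM final) in 25 mM Hepes, 0.01% Triton X-100, pH 7.0 was preincubated 15 min at room temperature with compound. Then 40 uM arachidonic acid was added, 30 min. Hydroperoxide was read by Fe-XO absorbance ratio 573/405 nm.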
POLH inh: inhibitors of human DNA polymerase eta; Q9Y253; recombinant Pol eta, fluorescent DNA replication assay; Potency, µM (highest dose often 114 µM), for inactives: at the highest dose activity change, negative = inhibition, hits mostly inhibitors; hit rate 1.2% among 390,000; further: potency means the concentration at half of the fitted maximal effect; on the % scale 0 is the no-effect control and ±100 the full control effect
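Pol eta at 10 nM preincubated with compounds 15 min at room temperature; reaction started with fluorescent substrate (50 nM final) and read kinetically at 0 and 10 min.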
LDHA block: LDHA (human) enzyme inhibition; activity change, % (values are at about 110 or 230 µM); P00338; AID 1347041; hit rate 0.15% among 480,000; purified LDHA, NADH/diaphorase-resazurin fluorescence; active compounds read low; in the data active means activity change below about -30%; inconclusive means mostly about -25% to -30%;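 further: plate controls were DMSO wells for no effect and wells without enzyme for full effect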
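Resorufin fluorescence (ex540/em590), read at 0 and 20 min after diaphorase/resazurin addition, reports the NADH left after a 5 min room-temperature reaction of 2 nM human LDH5 with 0.06 mM NADH and 0.2 mM pyruvate.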
POLK inh: DNA polymerase kappa (human) inhibition | Potency, µM (series often up to 107 µM), for inactives: at the highest dose activity, negative = inhibition, actives largely listed as inhibitors | hit rate 0.53% among 400,000 | purified Pol kappa, fluorescent DNA synthesis assay, 10 min | Q9UBT6 | AID 588579; further: potency means the concentration at half of the fitted maximal effect; on the % scale 0 is the no-effect control and ±100 the full control effect
Target sequence (Q9UBT6 whole entry, looked up): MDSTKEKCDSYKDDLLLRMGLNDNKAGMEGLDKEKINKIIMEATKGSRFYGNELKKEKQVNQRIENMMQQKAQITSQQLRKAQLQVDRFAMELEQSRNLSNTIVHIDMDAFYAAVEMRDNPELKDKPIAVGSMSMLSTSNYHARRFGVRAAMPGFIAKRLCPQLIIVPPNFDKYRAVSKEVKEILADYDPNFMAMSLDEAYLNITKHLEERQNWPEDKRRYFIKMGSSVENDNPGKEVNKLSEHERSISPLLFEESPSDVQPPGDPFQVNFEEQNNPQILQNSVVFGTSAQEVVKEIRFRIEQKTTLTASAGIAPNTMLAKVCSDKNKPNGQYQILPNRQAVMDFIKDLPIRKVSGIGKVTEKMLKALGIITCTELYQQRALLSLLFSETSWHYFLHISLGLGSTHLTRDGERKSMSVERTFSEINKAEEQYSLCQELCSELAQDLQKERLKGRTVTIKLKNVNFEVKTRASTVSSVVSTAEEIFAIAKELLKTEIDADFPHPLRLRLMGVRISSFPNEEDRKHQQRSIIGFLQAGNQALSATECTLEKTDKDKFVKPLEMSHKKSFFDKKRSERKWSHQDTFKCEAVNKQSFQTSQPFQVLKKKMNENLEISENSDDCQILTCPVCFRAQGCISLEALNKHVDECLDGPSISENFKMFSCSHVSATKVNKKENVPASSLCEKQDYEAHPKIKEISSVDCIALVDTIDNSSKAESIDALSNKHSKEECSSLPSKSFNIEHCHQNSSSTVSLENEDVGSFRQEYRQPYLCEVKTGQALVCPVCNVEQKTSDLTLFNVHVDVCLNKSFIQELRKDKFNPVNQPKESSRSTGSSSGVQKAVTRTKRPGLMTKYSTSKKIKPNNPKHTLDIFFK
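First, compounds were pin-transferred onto 10 nM Pol kappa. After 15 min at room temperature, substrate was added to 50 nM final. Fluorescence was then measured kinetically at 0 and 10 min.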
RGS4 inhibitor: human RGS4 inhibition; AID 504845; Transcreener GDP fluorescence polarization, RGS4-accelerated GTP hydrolysis; hit rate 0.039% among 390,000; Potency, µM (top dose mostly 114 µM), for the others: top-dose activity change, negative = inhibition, hits mostly inhibitors; further: potency means the concentration at half of the fitted maximal effect; on the % scale 0 is the no-effect control and ±100 the full control effect; nearly all actives have a fitted effect of over 75% in size; some results filed as inactive show a strong effect at the top dose
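MLSMR compounds (23 nl, pin-transferred) preincubated 10 min at room temperature with a 500nM (2x) first reagent, then RGS4 at 900nM (2x) plus Transcreener GDP mix added; fluorescence polarization (620/688 nm) read before and after 90 min at 30 °C.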
POLB inh: DNA polymerase beta (human) inhibition; Pol beta primer extension/strand displacement, fluorescence kinetic; Potency, µM (series often up to 114 µM), inactives show at the highest dose activity change, negative = inhibition, actives largely listed as inhibitors; hit rate 1.3% among 340,000; AID 485314; further: potency means the concentration at half of the fitted maximal effect; on the % scale 0 is the no-effect control and ±100 the full control effect
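Pol beta (10 nM) and compounds were preincubated 15 min at room temperature, then 50 nM substrate (final) started primer extension/strand displacement. Reads were taken at 0 and 10 min; concentration-response data were fitted to a four-parameter Hill equation.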
ERG Ets-DNA blk: blocks human ERG Ets domain binding to DNA; hit rate 0.028% among 370,000; fluorescence polarization, His-ERG Ets domain / labelled DNA; Potency, µM (highest dose often 76.9 µM), without a hit: top-dose FP activity, negative = inhibition, usual class: inhibitors; active means well fitted inhibition curve with a large enough effect in the polarisation, with a control signal flat; inconclusive means small, poorly fitted or top-dose-only effect, or effect the other way, or a change in a side signal; inactive means no such curve, though single readings can be large or run the other way; the % refers to the polarisation;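 further: polarization taken with two DNA probes labelled with fluorescein and Texas red; potency means the concentration at half of the fitted maximal effect; % of control where 0% means no effect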
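His-tagged ERG Ets domain (1 uM in the protein solution; 300mM KCl, 50mM Tris-HCl, 1mM EDTA, 1mM DTT, pH 7.5) received compound, then a probe mix of 5 nM fluorescein-DNA and 100nM Texas-615-DNA. Fluorescence polarization was read for both dyes.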
APE1 inh: blocks human APE1 abasic DNA cleavage | P27695 | recombinant APE1, TAMRA/BHQ-2 abasic DNA cleavage fluorescence | Potency, µM (series often up to 65.8 µM), inactives show at the top dose activity change, negative = inhibition, actives largely listed as inhibitors | hit rate 0.35% among 350,000;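 further: potency means the concentration at half of the fitted maximal effect; plate controls were vehicle for no effect and reference inhibitor for full effect; nearly all actives have a fitted effect of over 55% in size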
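Substrate: short duplex with […] THF abasic site, 5'-TAMRA and 3'-BHQ-2, 50 nM final. APE1 at 0.75 nM, preincubated 15 min RT with compound. Fluorescence increase from first to third read measured activity.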
Anesthetic bind: candidate novel general anesthetic via apoferritin binding; AID 485281; P02791; apoferritin/1-aminoanthracene competitive binding, fluorescence; Potency, µM (doses to about 77.5 µM), without a hit: top-dose activity change, negative = displacement, most hits filed as inhibitors; hit rate 0.074% among 350,000; further: potency means the concentration at half of the fitted maximal effect; on the % scale 0 is the no-effect control and ±100 the full control effect; nearly all actives have a fitted effect of over 20% in size
Target sequence (P02791 2-175 limits assumed): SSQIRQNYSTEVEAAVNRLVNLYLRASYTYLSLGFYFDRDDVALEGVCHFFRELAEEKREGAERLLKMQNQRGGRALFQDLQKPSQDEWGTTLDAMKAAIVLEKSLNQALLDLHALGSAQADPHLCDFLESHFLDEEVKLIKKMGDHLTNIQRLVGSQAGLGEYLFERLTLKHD
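10 uM apoferritin + 50% sat. 1-AMA, PBS; cpd 10 min RT; Ex380/Em535 endpoint; normalized to free probe vs complex; 4-param Hill fit; propofol titration as pos. ctrl.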
* = called active by the depositor; ? = inconclusive; / = no result given; & = joins results of further samples; [ ] = dose if it differs, or a comment. Unless noted, the call rests on the fitted dose curve; in most records, active means well fitted curve in the direction sought with a large enough effect; inconclusive means small, poorly fitted or top-dose-only effect, or another doubt; inactive means no such curve, though single readings can be large; an effect the other way counts as inactive or inconclusive. The list is partial; count on the stated rates, not on these rows.

SMILES | 12-LOX inh | POLH inh | LDHA block | POLK inh | RGS4 inhibitor | POLB inh | ERG Ets-DNA blk | APE1 inh | Anesthetic bind
Cc1cc(C)cc(N(C(=O)c2csnn2)C(C(=O)NC2CCCCC2)c2cccnc2)c1 (stereo not given) | 5% | -19% | -1 | 7% | -30% | 9% | -5% | 50% | -9%
O=C(CN1CCN(Cc2ccccc2)C1=O)NCc1cccs1 | -1% | 0% | -13 | -11% | 10% | -16% | -13% | -1% | -9%
COc1ccc2oc(=O)cc(CN3CCN(C(=O)c4ccccc4F)CC3)c2c1 | -18%&-16% | -1% | 18&2 | -8% | 8% | -4% | -3% | / | -14%
CC(NC(=O)CCN1C(=O)c2ccccc2C1=O)c1ccccc1 (stereo not given) | 0% | -11% | -1 | -5% | -52% | 48% | 11% | 4% | -6%
CCC(=O)NCCc1nc2ccccc2n1CC | 15% | -13% | -7 | -8% | 15% | 1% | -3% | 1% | -1%
O=C(CSc1nc(=O)n(CCCN2CCOCC2)c2c1CCC2)Nc1cccc(F)c1 | -23% | -11% | 2 | 11% | -23% | / | 16% | -17% | /
c1ccc(-c2noc(CN3CCN(c4cnccn4)CC3)n2)cc1 | 20% | -16% | -7 | -2% | ? | -11% | 9% | 0% | -7%
O=C(COC(=O)/C=C/c1ccccc1)NC(=O)NC1CCCCC1 | -6% | -14% | -7 | -3% | -1% | / | 1% | -12% | /
CN(C)C(CNC(=O)c1cc(Br)ccc1Cl)c1ccco1 (stereo not given) | 0% | -15% | -16 | -5% | -3% | 11% | -8% | 6% | 9%
CCn1c(=NC(=O)c2ccc(S(=O)(=O)N3CCOCC3)cc2)sc2cccc(OC)c21 | 0% | -6% | -4 | -8% | -23% | -5% | -2% | -2% | -3%
Cc1c(Cl)cccc1NC(=O)N1CCN(C(=O)c2nsc3ccccc23)CC1 | -11% | -8% | 0 | -3%[60.1 µM] | -21% | -1% | -2% | / | -7%
COc1ccc2c(CC(=O)NCc3cccs3)coc2c1 | ? | ? | 6 | -16% | 21% | -20% | 5% | ? | -13%
COC(=O)c1ccc(CSc2nncn2N)cc1 | 11% | 3% | -7 | 5% | ? | 25% | 6% | 22% | 0%
Cc1cc(NC(=O)CSc2nncn2-c2ccccc2)no1 | 98%[activator] | 3% | -3 | -4% | 14% | 11% | -9% | -1% | -4%
CCOc1ccccc1OCC(=O)Nc1cc(C)on1 | 354%[activator] | -12% | -5 | -20% | -13% | / | 9% | 7% | /
O=C1N=C(c2ccccc2)S/C1=C\c1cccs1 | ? | ? | 4 | -6% | ? | -14% | / | -2% | -15%
Cc1sc(NC(=O)c2cccc(N3C(=O)CCC3=O)c2)nc1-c1ccccc1 | ? | -9% | 0 | -10% | -30% | / | -12% | 11% | /
CC(=O)N1CCN(C(=O)c2ccc(NS(=O)(=O)c3cc(C)ccc3C)cc2)CC1 | 19% | -7% | -2 | 6% | -26% | / | -6% | -5% | /
N#Cc1cccc(-n2nnnc2-c2ccc3c(c2)OCO3)c1 | 0% | 6% | 1 | -1% | 21% | 32% | 1% | 11% | -10%
Cc1cccc(-c2nsc(SCC(=O)c3ccc(Cl)cc3)n2)c1 | -5% | -13% | 1 | -18% | -6% | 12% | -7% | 25% | 2%
O=C(C(=Cc1ccc(F)cc1)c1ccccc1)c1ccc(O)cc1 | ? | -16% | -18 | -13% | 10% | / | / | / | /
Brc1ccc2[nH]ncc2c1 | 9% | -6% | -2 | -4% | -3% | -26% | / | -1% | -19%
NC(=O)CSc1nc2ccccc2n1Cc1ccccc1 | -12% | -10% | 2 | 3% | -10%[11.4 µM] | 33% | -3% | -1% | -5%
O=Cc1cn(CCOc2ccccc2F)c2ccccc12 | 9% | -13% | -2 | -3% | -1% | 8% | -1% | 7% | -15%
CCOc1ccc(C(CCc2ccccc2)NC(=O)c2ccccc2OC)cc1OCC (stereo not given) | 9% | -14% | -8 | -20% | 4% | ? | -2% | -8% | ?
SMILES | 12-LOX inh | POLH inh | LDHA block | POLK inh | RGS4 inhibitor | POLB inh | ERG Ets-DNA blk | APE1 inh | Anesthetic bind
Cc1ccc(O)c(C2=Nc3ccccc3N=C(c3ccc([N+](=O)[O-])cc3)C2)c1 | 10% | -21% | 3 | -26% | 13% | 10% | 5% | 12% | -1%
CCc1ccc(CN(C)CCc2ccccn2)cc1 | 2% | -4% | -9 | 8% | -4% | ? | 1% | 4% | -2%
CC(Oc1ccccc1)C(=O)N=Nc1c(O)[nH]c2ccc([N+](=O)[O-])cc12 (stereo not given) | -17% | 35µM* | -2 | -12% | -13% | -25% | -2% | 0% | ?
O=C1c2ccccc2C(=O)N1CCc1ccccc1 | 9% | -9% | 3 | 1% | ? | / | 6% | / | /
C/C(CCc1ccc2c(c1)OCO2)=N\N=C(/N)SC1CC(=O)N(c2ccc(Cl)cc2)C1=O (stereo not given) | -16% | -12% | -6 | -6% | -28% | 3% | / | -4% | ?
COc1ccc(C(=O)NCCc2cn3ccccc3n2)cc1 | 3% | 26% | -16 | -5% | 34%[11.4 µM] | 13% | -2% | -1% | -8%
O=C(CNC(=O)c1ccc(Br)cc1)N/N=C/c1ccc[nH]1 | 13% | -12% | -1 | 4% | -4% | 4% | 4% | 6% | ?
c1coc(CSSCc2ccco2)c1 | ? | 20µM* | 2 | 8.9µM* | -121% | / | 4% | 5% | /
CC12CN(C(=O)c3ccc([N+](=O)[O-])cc3)CC(C)(CN(C(=O)c3ccc([N+](=O)[O-])cc3)C1)C2=O | 1% | -1% | -5 | 2% | 32% | -1% | -3% | 3% | 6%
CCOc1ccc(S(=O)(=O)N(CC(=O)NCC2CCCO2)c2ccc(F)cc2)cc1 (stereo not given) | -7% | -12% | 1 | 3% | 4% | 79% | 12% | 13%[12.4 µM] | -16%
Cc1ccc(NC(=O)CSc2nnc(NC(=O)C3CC3)s2)cc1C | -20% | -7% | -10 | -8% | -3% | -16% | 2% | 17%[12.4 µM] | -1%
O=c1c2[nH]c3ccccc3c2ncn1Cc1ccncc1 | -8% | -11% | -2 | 15% | -31% | 4% | -4% | -2% | -6%
Cc1ccc(-c2c[nH]c(=S)n2-c2ccccc2)cc1 | ? | -4% | -12 | -16% | -28% | -10% | -1% | -5% | -8%
CC(=O)Nc1ccc(S(=O)(=O)Nc2cccc(-c3cn4c(n3)SCC4)c2)cc1 | 1% | -3% | -1 | -3% | -3%[11.4 µM] | -15% | 2% | -2% | -11%
Cc1ccc(NC(=S)N(CCN(C)C)Cc2cc3cccc(C)c3[nH]c2=O)cc1 | 10% | -18% | -6 | -5% | -2% | -13% | / | 3% | -9%
CCOc1nc(NCCN2CCOCC2)nc(Nc2ccc([N+](=O)[O-])cc2)n1 | ? | -10% | -6 | -18% | 11% | 7% | -4% | 1% | -12%
C#Cc1ccc([C@H]2C=C(C(=O)O)O[C@@H](OCCCCO)C2)cc1 | ? | 20µM* | 1 | ? | -38% | / | 9% | / | /
CCN1CCCC1CNC(=O)c1ccc(Sc2ccccc2Cl)c([N+](=O)[O-])c1 (stereo not given) | ? | -11% | -5 | -7% | -11% | 1% | -14% | -2% | ?
Nc1nonc1C(=O)NCCN=Cc1cc(Cc2ccccc2)cc(Br)c1O | / | ? | -8 | ? | 12% | 0% | -7% | -3% | ?
COc1ccccc1NC(=O)C1CCCN(S(=O)(=O)c2ccccc2)C1 (stereo not given) | 42%[activator] | -12% | -9 | -17% | -10% | 0% | -17% | -4% | -6%
N=C1SCC(=O)N1c1nc(-c2ccccc2)cs1 | 10% | 6% | -8 | -2% | 3% | 24% | / | 10% | -9%
CC1CCCN(CCCNS(=O)(=O)c2ccc3c(c2)CCN3C(=O)C2CC2)C1 (stereo not given) | 34%[activator] | -10% | -3 | -6% | 6% | -2% | -8% | 1% | -8%
CNC(=O)CCSc1ccc(C)cc1 | 0% | -5% | -4 | -5% | 0% | 22% | -5% | 6% | -4%
O=C1C2C(C(=O)N1CCN1CCN(Cc3ccc([N+](=O)[O-])cc3)CC1)[C@H]1C=C[C@@H]2C1 (stereo not given in full) | ? | 2% | 1 | -13% | 20% | 0% | 3% | 5% | -13%
COc1ccccc1CNC(=O)CCn1nc(C)c2c(C)n(-c3ccccc3)nc2c1=O | -25% | 1% | -4 | 8% | -2% | 13% | -6% | / | 8%
Oc1ccccc1Cn1c(-c2ccccc2O)nc2ccccc21 | ? | -2% | -3 | -18% | -10% | 12% | -4% | 7% | -14%
CCC(=O)Nc1ccc(C(=O)COC(=O)CCN2C(=O)C3CC=CCC3C2=O)cc1 (stereo not given) | ? | -6% | -1 | -13% | 1% | / | 6% | -9% | /
Cc1c[n+]([O-])ccc1Oc1ccc([N+](=O)[O-])cc1 | 5% | -1% | -4 | -3% | 12% | / | 0% | 12% | /
Cc1ccc(NC(=O)CCC(=O)N/N=C/c2cc([N+](=O)[O-])ccc2O)cc1 | -24% | -13% | -2 | -14% | -20% | -10% | -9% | 1% | 1%

Looked up above.
POLK inh result of `CC(=O)Nc1ccc(S(=O)(=O)Nc2cccc(-c3cn4c(n3)SCC4)c2)cc1` : -3%
ERG Ets-DNA blk result of `c1coc(CSSCc2ccco2)c1` : 4%
LDHA block result of `C/C(CCc1ccc2c(c1)OCO2)=N\N=C(/N)SC1CC(=O)N(c2ccc(Cl)cc2)C1=O` (stereo not given) : -6
